Compound activity from PubChem.
V1R ag counter: activates human V1a receptor in oxytocin agonist counter-screen | P37288 | CHO-V1R cells, Fluo-8 calcium fluorescence, agonist mode; 0% DMSO, 100% 3 nM vasopressin | activation, % at 3 µM | 0.25% of 320,000 active | AID 2797;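 active means activation above the mean activation of all tested compounds plus 3 SD, per screening run, cut at about 20% in these data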;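 further: signal is peak over basal fluorescence ratio across a 100 second FLIPR read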
OXTR potentiate: potentiators of human oxytocin receptor; CHO-OTR cells, Fluo-8 calcium fluorescence, potentiator mode; 0% = oxytocin EC15, 100% = EC100; activation, % at 3 µM; 0.061% of 320,000 active; AID 2445;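 active means activation above that plate's cutoff, the mean activation of tested compounds plus 3 SD, cut at about 6.6% in these data, passing the limit was not always enough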;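 further: 100% uses oxytocin at 75 nM as the full agonist control; some results filed as inactive read as strong as hits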
Target sequence (P30559 whole entry, looked up): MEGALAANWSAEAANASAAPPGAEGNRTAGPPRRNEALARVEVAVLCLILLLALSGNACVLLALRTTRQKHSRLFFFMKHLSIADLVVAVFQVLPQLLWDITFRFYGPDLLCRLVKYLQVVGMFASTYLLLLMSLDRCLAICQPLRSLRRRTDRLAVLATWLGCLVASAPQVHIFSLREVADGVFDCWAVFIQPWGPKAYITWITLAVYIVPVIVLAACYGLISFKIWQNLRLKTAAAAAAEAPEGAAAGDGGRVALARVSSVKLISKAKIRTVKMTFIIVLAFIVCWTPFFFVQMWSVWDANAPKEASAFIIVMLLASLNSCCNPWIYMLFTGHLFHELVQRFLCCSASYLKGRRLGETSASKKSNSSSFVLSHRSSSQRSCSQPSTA
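Dosing: Single dose, 3.0 µM nominal final compound concentration | Material: Human OTR in CHO cells | Technique: Kinetic Fluo-8 calcium fluorescence | Benchmarks: EC15 oxytocin alone as 0%, 75 nM oxytocin as 100% | Probe or stimulus: Oxytocin at about EC15, sub-maximal agonist stimulus | Incubation: Compound 6 min at room temperature before oxytocin, 100 s read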
M1 antag: blocks human M1 muscarinic receptor | CHO-K1 hM1, Fluo-8 calcium fluorescence, ACh EC80 antagonist | P11229 | 1.3% of 360,000 active | AID 588852 | inhibition, % at 3 µM;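 active means percent inhibition above its own plate's cutoff, namely the mean of that plate's compound wells plus 3 SD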;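 further: peak over basal fluorescence ratio during 140 s after agonist addition; 0% = ACh EC80 plus DMSO and 100% = DMSO alone without agonist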
Target sequence (P11229 whole entry, looked up): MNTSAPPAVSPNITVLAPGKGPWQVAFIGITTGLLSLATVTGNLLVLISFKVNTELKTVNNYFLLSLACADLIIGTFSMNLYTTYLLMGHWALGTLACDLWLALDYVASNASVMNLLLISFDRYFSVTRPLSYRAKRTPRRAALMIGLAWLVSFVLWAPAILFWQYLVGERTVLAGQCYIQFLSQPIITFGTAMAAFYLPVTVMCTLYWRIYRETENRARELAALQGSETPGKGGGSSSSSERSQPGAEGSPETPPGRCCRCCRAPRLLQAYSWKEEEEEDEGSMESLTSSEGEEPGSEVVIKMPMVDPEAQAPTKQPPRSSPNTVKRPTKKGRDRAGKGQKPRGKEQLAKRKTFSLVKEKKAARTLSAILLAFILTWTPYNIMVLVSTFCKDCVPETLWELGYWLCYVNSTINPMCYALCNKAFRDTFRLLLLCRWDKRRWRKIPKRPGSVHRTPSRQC
TAAR1 antag: antagonists of human TAAR1. Q96RJ0. CHO RD-HGA16 TAAR1, Fluo-8 calcium fluorescence, antagonist. inhibition, % at 3 µM. 1.5% of 360,000 active. AID 624466;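 active means inhibition above a per-plate cutoff, the mean inhibition of test compounds on that plate plus 3 SD, cut at about 49% in these data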;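 further: 0% = DMSO plus EC80 beta-PEA response and 100% = DMSO alone without agonist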
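Material: CHO RD-HGA16 cells bearing hTAAR1; compound dosing: one-point dosing, 3 µM nominal final; schedule: dye loading 75 min at 37 °C, then 30 min room temperature; measured by: calcium fluorescence with Fluo-8; control set: vehicle and agonist controls; replication: n of 1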
CHO parental Ca: signal in parental CHO cells, OX1R antagonist counter-screen | parental CHO-K1, ATP-induced calcium, Fluo-8 fluorescence | inhibition, % at 5.6 µM | 0.63% of 330,000 active;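 active means inhibition above that plate's mean sample inhibition plus 3 SD, cut at about 26% in these data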;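 further: 0% = ATP-challenged DMSO wells and 100% = DMSO wells without ATP; some compounds past the cut are filed as inactive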
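Material – parental CHO cells · Reagent – ATP stimulus · Compound – single nominal dose of 5.6 µM per compound · Detection – Fluo-8 fluorescence · Read-out basis – percent inhibition of calcium signal · Controls – ATP-challenged DMSO wells low, unchallenged DMSO wells high · Repeats – no replicates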
TAAR1 agonist: agonists of human TAAR1. CHO RD-HGA16 TAAR1, Fluo-8 calcium fluorescence; vehicle wells 0%, saturating PEA agonist 100%. activation, % at 3 µM. 0.99% of 360,000 active. Q96RJ0;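 active means activation above the mean activation of all test compounds in the run plus 3 SD, cut at about 38% in these data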
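System: CHO-derived RD-HGA16 cells with stable Gα16 and human TAAR1 / Times: 17-24 h plating, Fluo-8 75 min 37 °C, 30 min RT / Technique: calcium-sensitive Fluo-8 signal, excitation 470-495, emission 515-575 nm / Measure: % activation relative to PEA EC100 response / Benchmarks: DMSO and PEA EC100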
OXTR agonist: activates the human oxytocin receptor; CHO-OTR cells, Fluo-8 calcium fluorescence; normalized: DMSO 0%, oxytocin 100%; activation, % at 3 µM; 0.32% of 320,000 active;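 active means activation above the mean of all tested compounds plus 3 SD, cutoff set per screening run, cut at about 20% in these data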;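 further: peak over basal fluorescence ratio from a 100 s FLIPR kinetic read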
CHRM1 PAM: human CHRM1 positive allosteric modulation; P11229; CHO-K1 hM1, Fluo-8 calcium fluorescence, ACh EC20; 0% = ACh EC20, 100% = maximal ACh; activation, % at 3 µM; 0.088% of 360,000 active; AID 588819; in the data active means activation above about 19%, passing the limit was not always enough
M1 ag: activates human CHRM1 receptor. P11229. CHO-K1 hM1, Fluo-8 calcium fluorescence, agonist mode; 0% DMSO, 100% acetylcholine EC100. activation, % at 3 µM. 0.33% of 360,000 active. AID 588814;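 active means activation above the run's mean compound activation plus 3 SD, cut at about 16% in these data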;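 further: peak over basal fluorescence ratio within a 140 s kinetic read after compound addition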
* marks the source's active call; other numbers are inactive results; x = not tested or not shown.

SMILES	V1R ag counter	OXTR potentiate	M1 antag	TAAR1 antag	CHO parental Ca	TAAR1 agonist	OXTR agonist	CHRM1 PAM	M1 ag
CCOC(=O)CSc1nc2ccccc2n1CC(=O)N(C(C)C)C(C)C	-0.1	4	9	x	-16	x	-0.8	-6	-5
Nc1ncc([N+](=O)[O-])c(Oc2ccccc2F)n1	1.1	-1	0	5	-6	0	0.7	3	-3
Cc1cc(Cl)ccc1NC(=O)COC(=O)c1c(C)noc1C	0.4	-11	-2	2	-2	2	1.4	7	-2
CS(=O)(=O)N1CCC(C(=O)N2CCN(c3ccccc3F)CC2)CC1	0.6	-4	-7	-6	-4	4	1.3	11	-7
Brc1cccc(-c2nnc3sc(CNC4CCCC4)cn23)c1	0.7	-1	-9	1	-16	1	0.6	4	-4
CNc1nnc(SCC(=O)c2c(N)n(C3CC3)c(=O)[nH]c2=O)s1	x	x	-8	-8	x	0	x	3	-2
CN(C(=O)C1CCN(S(=O)(=O)c2ccccc2)CC1)c1c(N)n(Cc2ccccc2)c(=O)[nH]c1=O	0.4	-9	-3	-5	7	0	-0.5	0	1
C=C1[C@@H](O)[C@@H]2O[C@]3(CC[C@H](/C=C/[C@@H](C)[C@@H]4CC(C)=CC5(O[C@H](C[C@@](C)(O)C(=O)OC)CC[C@H]5O)O4)O3)CC[C@H]2O[C@@H]1[C@@H](O)C[C@H](C)[C@H]1OC2(CCCCO2)CC[C@H]1C (stereo partly drawn)	1.0	2	x	x	-14	x	0.5	x	x
COCCN1CCn2c(nc3cc([N+](=O)[O-])ccc32)C1	1.1	5	-14	-33	-13	1	0.7	13	-4
COCCN(C(=O)Cc1cccs1)C(C(=O)NCc1ccc(OC)cc1)c1ccc(C)cc1 (stereo not drawn)	0.9	-4	-20	28	-14	14	-0.6	0	-1
COc1ccc(-n2nc3ccc(NS(C)(=O)=O)cc3n2)cc1Cl	0.5	-10	-12	-4	-5	1	0.6	5	-2
CCOC(=O)C1CCN(CC(=O)Nc2c(C(=O)OC)n(C)c3cccc(C)c23)CC1	0.8	-4	-12	17	-15	5	2.6	8	-2
CN(C(=O)COC(=O)c1ccccc1Cc1ccccc1)c1c(N)n(Cc2ccccc2)c(=O)[nH]c1=O	0.4	-4	-1	-21	-16	1	0.5	12	-1
CN(c1ccccc1)S(=O)(=O)c1cc(C(=O)NCCCn2ccnc2)ccc1Cl	-0.6	-4	10	-5	-3	3	-1.0	-3	-7
CC(C)(C)C(=O)NC1=NN(c2c(Cl)cc(Cl)cc2Cl)C(=O)C1	-0.7	-12	-1	13	-2	8	0.1	-1	-4
CCCCNC(=O)OCCSCCS(=O)(=O)c1ccc(Cl)cc1	-0.7	-9	-11	-20	7	1	-2.6	7	-2
CCC(CC)c1nnc(NC(=O)c2c(C)nn(Cc3ccccc3Cl)c2C)s1	8.7	-19	5	15	-12	41*	8.0	6	14
CCn1c(SCC(=O)NCc2ccco2)nnc1-c1c[nH]c2ccccc12	1.0	1	1	6	-2	6	0.3	0	-4
COc1ccccc1-c1cc(C(=O)N2CCc3ccccc3C2)c2ccccc2n1	-1.5	-11	x	x	-18	x	-2.0	x	x
Oc1ccccc1-c1nc(/C=C/c2ccccc2)nn1-c1ccccc1	-0.4	-5	2	-22	-14	4	-0.7	-1	-7
O=C(C1CCCN(Cc2cc(Br)ccc2O)C1)N1CCCCC1 (stereo not drawn)	4.1	-8	2	-17	-16	-1	0.0	-4	-10
COc1ccccc1-c1nc(C#N)c(N2CCN(Cc3ccccc3)CC2)o1	-1.0	-18	-3	11	-17	-4	-2.4	2	-4
O=c1c2c(nc3cc(-c4ccc(Br)cc4)[nH]n13)CCCC2	0.8	-1	-2	-5	-8	9	-1.4	11	3
CCOC(=O)C(CC)Sc1nc2c(cnn2-c2ccccc2)c(=O)[nH]1 (stereo not drawn)	-0.5	1	18	-30	-18	-3	-1.1	-13	-4
CCOC(=O)c1ccc(NC(=O)c2nc[nH]c2C(=O)NCC(=O)OC(C)(C)C)cc1	-0.6	-8	9	43	-22	7	-1.4	-6	-4

The closing 2 compounds of the part before are carried over, then new ones follow.
SMILES	V1R ag counter	OXTR potentiate	M1 antag	TAAR1 antag	CHO parental Ca	TAAR1 agonist	OXTR agonist	CHRM1 PAM	M1 ag
CCOC(=O)C(CC)Sc1nc2c(cnn2-c2ccccc2)c(=O)[nH]1 (stereo not drawn)	-0.5	1	18	-30	-18	-3	-1.1	-13	-4
CCOC(=O)c1ccc(NC(=O)c2nc[nH]c2C(=O)NCC(=O)OC(C)(C)C)cc1	-0.6	-8	9	43	-22	7	-1.4	-6	-4
Nc1cc(-c2ccccc2)nn1Cc1ccc(Cl)cc1	0.5	-20	-7	7	-16	5	0.5	5	-2
O=C(CNC(=O)c1ccccc1F)Nc1ccncc1	0.0	-5	-6	-13	-8	1	0.8	6	-3
Cc1ccc(Cn2nnnc2CN2CCC(NC(=O)c3ccc(Br)cc3)CC2)cc1	2.7	-4	-15	-12	-22	4	-0.2	1	-6
CCCc1cc(=O)[nH]c(SCC(=O)N2CCOCC2)n1	0.1	1	2	-16	7	0	1.7	-4	-5
Cc1ccc2ccc3cccc4ccc1c2c34	1.2	3	-14	-32	-20	2	-0.5	9	-2
Cc1nc(C(=O)NNC(=O)c2c(-c3c(Cl)cccc3Cl)noc2C)cs1	6.4	-4	-11	-5	-14	0	0.0	6	-4
CCCCOc1ccc(C(=O)C(CN2CCOCC2)c2ccccc2)cc1 (stereo not drawn)	0.2	-3	-17	6	-28	10	-1.3	-8	-6
C=CCC[C@@H](Cc1ccc(F)cc1)C(=O)OC[C@@H](NC(=O)[C@@H](CC=C)CC(=O)N[C@H](CO)Cc1ccccc1)C(C)(C)C	0.1	-8	13	19	-11	2	-0.4	-8	-7
COc1ccc(OC)c(N(CC(=O)NC2CC2)S(=O)(=O)c2ccc(C)cc2)c1	-0.9	-13	-14	13	-2	1	-0.5	11	-1
Cc1ccc(-c2csc(Nc3ccccc3)[n+]2CCc2ccccc2)cc1	0.2	-6	-10	-58	-25	7	1.1	1	-3
OCCN(Cc1ccccc1)CC(O)COc1ccc(-c2ccccc2)cc1 (stereo not drawn)	4.7	-15	-5	-6	-13	7	2.2	3	-6
Cc1cc(C(=O)N/N=C/c2c(C)nn(-c3ccccc3)c2C)n[nH]1	-0.3	-7	-19	10	-15	2	-0.9	8	-3
CC(C)CCN(CC(=O)NC1CCCC1)C(=O)C(=O)Nc1ccc2c(c1)OCCO2	0.5	-2	-7	7	-8	4	0.7	3	-1
O=C(CSc1nccn1-c1ccccc1)Nc1ccc2c(c1)OCO2	-0.1	-13	3	6	5	2	-0.2	-8	-2
CC(C)N(Cc1cc2ccccc2[nH]c1=O)C(=O)C(C)(C)C	0.0	-9	-4	15	-7	5	-0.5	-2	-2
Cc1c(OCC(=O)NCCCn2ccnc2)ccc2c3c(c(=O)oc12)CCC3	-0.1	-3	-9	-16	-12	1	0.2	5	-5
CCC(C)n1[nH]c(=O)c2c(C)cc(C)nc21 (stereo not drawn)	-0.1	-13	-8	1	0	6	0.4	-5	-2
COc1ccc(C(=O)O)cc1S(=O)(=O)NC(C)(C)C	0.1	-3	-23	-17	-13	1	0.1	2	-1
COc1ccc(Cl)cc1NC(=O)C1Cc2ccccc2CN1S(C)(=O)=O (stereo not drawn)	-0.4	5	-12	2	-11	-1	-0.8	14	-3
COc1ccc(Nc2nc(-c3cccs3)nc3ccccc23)c(OC)c1	0.1	0	3	-18	-6	1	0.6	-6	-6
COc1ccc(C(c2nnnn2C2CCCCC2)N2CCN(C)CC2)c(OC)c1 (stereo not drawn)	0.4	-5	-13	-11	-5	1	0.5	9	-6
C/C(=N\NC(=O)c1c(C)nc2ccccn12)c1cccc([N+](=O)[O-])c1	0.5	-12	-8	7	-13	2	0.1	4	-4
CCN(CC)c1ccc(C2C3CCCCC3(O)CCN2CC(=O)N2CCCCC2)cc1 (stereo not drawn)	1.1	0	-1	5	-28	4	0.3	2	-5
O=C(Nc1ncnc2sc3c(c12)CCCCC3)c1ccc(F)cc1	-1.8	-2	-11	-14	-26	3	-2.0	4	-5
CCOc1ccc(-n2c(SCC(N)=O)nc3sc4c(c3c2=O)CCN(C)C4)cc1	-2.6	-6	-1	-3	3	5	0.6	-2	-5
The list continues:
SMILES	V1R ag counter	OXTR potentiate	M1 antag	TAAR1 antag	CHO parental Ca	TAAR1 agonist	OXTR agonist	CHRM1 PAM	M1 ag
Oc1ccccc1C=NNC(=S)NN=Cc1ccccc1O	x	x	1	38	x	16	x	-10	2
CS(=O)(=O)N(CC(=O)O)c1ccc2c(c1)OCO2	1.0	-5	-17	7	-2	1	7.3	1	-2
CC1CN(C(=O)c2cc(COc3c(F)cccc3F)on2)CCN1C (stereo not drawn)	0.0	-1	-21	-7	-14	3	0.4	13	-6
COc1ccc(OCc2nnc(SCC(N)=O)n2N)cc1	1.1	1	-18	-12	-4	0	0.6	9	-3
CC(C)(C)NC(=O)CN(C(=O)C1CSC(=O)C1)c1ccc2c(c1)OCCO2 (stereo not drawn)	-0.4	-8	-5	1	-14	11	-0.7	2	-5
CSc1ccccc1NC(=O)COC(=O)Cn1cc(C(F)(F)F)ccc1=O	-0.4	-7	-2	6	-9	6	-0.6	4	-3
CC(C)(C)C(=O)NC(=S)Nc1ccc(Cl)c(C(=O)O)c1	0.3	-6	-16	0	2	5	-0.9	9	-1
Cc1ccc(C)c(SCC(=O)NC(=O)Nc2ccc3c(c2)OCCO3)c1	0.9	-8	-2	-6	-28	11	-0.7	4	-4
COc1ccc(S(=O)(=O)N2CCOC2CNC(=O)C(=O)NCCc2ccc(OC)c(OC)c2)cc1C (stereo not drawn)	4.5	-1	14	32	-24	8	-0.1	-18	-1
O=C(c1cccs1)N1CCN(S(=O)(=O)c2ccc(F)cc2)CC1	1.0	-14	x	1	-18	0	0.0	x	x
CNC(=O)Nc1ccccc1C(=O)NCc1ccccc1	-0.3	-7	5	-2	-9	15	0.4	-1	-2
CNS(=O)(=O)c1cccc(C(=O)Nc2cccc(Cl)c2)c1	2.5	-10	0	13	7	21	5.0	4	1

2 compounds from above, limited to V1R ag counter and M1 ag.
SMILES,V1R ag counter,M1 ag
CC(C)(C)NC(=O)CN(C(=O)C1CSC(=O)C1)c1ccc2c(c1)OCCO2 (stereo not drawn),-0.4,-5
CSc1ccccc1NC(=O)COC(=O)Cn1cc(C(F)(F)F)ccc1=O,-0.4,-3
